D2 antagonist: antagonists of human D2 dopamine receptor. P14416. HEK293 TREx D2 cells, calcium flux, dopamine EC80. inhibition, % at 10 µM. 2% of 340,000 active; in the data active = inhibition above about 30%; also: 0% is about no effect
Target sequence (P14416 whole entry, looked up): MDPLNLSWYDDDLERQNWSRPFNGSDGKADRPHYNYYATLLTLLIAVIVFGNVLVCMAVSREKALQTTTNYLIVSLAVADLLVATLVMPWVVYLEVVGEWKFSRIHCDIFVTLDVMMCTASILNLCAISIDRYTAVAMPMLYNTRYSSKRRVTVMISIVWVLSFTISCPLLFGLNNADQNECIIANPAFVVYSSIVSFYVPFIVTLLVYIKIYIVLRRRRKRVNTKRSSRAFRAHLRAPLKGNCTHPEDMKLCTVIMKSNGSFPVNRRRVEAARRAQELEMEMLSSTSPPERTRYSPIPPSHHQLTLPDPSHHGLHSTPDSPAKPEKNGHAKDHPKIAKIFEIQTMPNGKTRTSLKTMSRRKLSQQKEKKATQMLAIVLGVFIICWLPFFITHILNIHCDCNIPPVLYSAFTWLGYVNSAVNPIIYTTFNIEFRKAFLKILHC
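Inhibition of EC80 dopamine-driven calcium flux, recorded kinetically, defines activity here; cells are a tetracycline-induced HEK293 T-REx line expressing force-coupled D2.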
RXFP1 agonist: activates the human relaxin receptor RXFP1; AID 2676; Potency, µM (doses to about 57.5 µM), for inactives: top-dose activation, actives largely listed as activators; 0.3% of 370,000 active; HEK293T-RXFP1 cAMP TR-FRET, 30 min; response scale: percent of porcine relaxin response, buffer zero; active = well fitted activation curve with a large enough effect; inconclusive = small, poorly fitted or top-dose-only effect; also: potency is read from the fitted curve at half-maximal effect; % is scaled to controls: 0 for no effect and ±100 for the full control effect; nearly all actives have a fitted effect of over 60% in size; many of its hits are not listed in these tables
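Agonist response is measured as cAMP accumulation in an RXFP1-transfected HEK293T line under PDE4 inhibition. Values are scaled between buffer-only and 29 nM porcine relaxin, and EC50s come from standard Hill equation fits.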
D1 ag: agonists of human D1 dopamine receptor | P21728 | 1% of 360,000 active | activation, % at 2 µM | HEK293 T-REx D1 cells, calcium flux, agonist mode; in the data active = activation above about 30%; also: 0% is about no effect
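Tetracycline-induced HEK293 TREx D1 cells, force-coupled to calcium signalling, were dye-loaded with a no-wash calcium kit. Compound was pin-added after a 10 s baseline. Fluorescence was read kinetically at 1 cycle/s for 180 s, with calcium rises flagged as agonism.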
D1 potentiator: human D1 dopamine receptor positive modulation. HEK293 TREx D1 cells, calcium flux, dopamine EC20 potentiation. P21728. 0.036% of 360,000 active. potentiation, % at 10 µM; in the data active = potentiation above about 30%; also: 0% is about no effect
D2 agonist: activates the human D2 dopamine receptor. activation, % at 2 µM. P14416. HEK293 T-REx D2 cells, calcium flux agonist mode. 0.53% of 340,000 active;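 active = activation over 3 SD above normal in the single-dose calcium agonist read, cut at about 30% in these data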; also: 0% is about no effect
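Calcium-flux readout, 1 cycle/sec over 180 s following compound pin transfer, in inducible HEK293 Trex D2 cells (force-coupled); dopamine controls included. Positive calcium responses during this window marked compounds as potential agonists.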
D2 PAM: positively modulates the human D2 dopamine receptor allosterically; P14416; HEK293 T-REx D2, calcium flux, EC20 dopamine potentiation; potentiation, % at 10 µM; 0.34% of 340,000 active;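 active = potentiation over 3 SD above the plate norm, cut at about 30% in these data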; also: 0% is about no effect
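Calcium flux readout, no-wash dye, 1 read/s. Inducible HEK293 Trex D2 line, overnight 30 C. Compound alone 180 s (agonist flags), then EC20 dopamine, another 180 s to score potentiation.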
D1 antag: human D1 dopamine receptor antagonism | P21728 | HEK293 TREx D1 cells, calcium flux, dopamine EC80; stronger effect = lower value | activity change, negative = inhibition, % at 10 µM | AID 504652 | 3.2% of 360,000 active; in the data active = activity change below about -30%; also: % is scaled to controls: 0 for no effect and ±100 for the full control effect
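Kinetic fluorescence of a calcium dye serves as the read-out. D1-expressing Hek293 Trex cells, induced overnight at 30 C, are exposed to compound for 180 s before an EC80 dopamine addition, then read 180 s further.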
TRHR enhancer: allosterically enhances the human TRH receptor; TRHR cells, fluo-8 calcium fluorescence, EC20 TRH enhancement; enhancement, % at 2 µM; 0.66% of 360,000 active; AID 493056; in the data active = enhancement above about 30%; also: 0% is about no effect
Target sequence (P34981 whole entry, looked up): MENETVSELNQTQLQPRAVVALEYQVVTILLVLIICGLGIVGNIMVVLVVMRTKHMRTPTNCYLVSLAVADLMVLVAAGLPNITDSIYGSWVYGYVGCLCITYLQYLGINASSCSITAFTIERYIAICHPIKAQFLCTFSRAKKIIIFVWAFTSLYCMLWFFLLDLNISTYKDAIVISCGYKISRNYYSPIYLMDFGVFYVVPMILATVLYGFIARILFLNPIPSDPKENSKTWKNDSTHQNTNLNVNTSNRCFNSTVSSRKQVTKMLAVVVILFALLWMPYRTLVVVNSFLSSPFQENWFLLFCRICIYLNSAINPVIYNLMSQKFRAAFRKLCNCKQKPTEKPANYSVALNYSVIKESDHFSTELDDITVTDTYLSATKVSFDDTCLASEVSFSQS
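Enhancer read-out: after compound pinning and an initial kinetic agonist-mode read, an EC20 of TRH (10 nM final) was injected and fluo-8 calcium signal (Ex 480/Em 530) followed at 1 s/cycle for 100 cycles in TRHR-expressing cells.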
RXFP1 antagonist: RXFP1 (human) relaxin receptor antagonism; HEK293-RXFP1, relaxin-stimulated cAMP HTRF, 30 min; stronger effect = lower value; AID 1259400; activity change, negative = inhibition, % at 57.5 µM; 0.59% of 350,000 active; Q9HBX9;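 active = activity change of -60% or lower, but not beyond a set lower limit; inconclusive = change between -60% and -40%, or beyond the set limit; inactive = change above -40%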; also: % is scaled to controls: 0 for no effect and ±100 for the full control effect
An asterisk follows results filed as active; ? = inconclusive; nt = no result given. Some of the compounds tested, so the mix of outcomes need not match the whole.

SMILES	D2 antagonist	RXFP1 agonist	D1 ag	D1 potentiator	D2 agonist	D2 PAM	D1 antag	TRHR enhancer	RXFP1 antagonist
COc1cc(C(=O)OCC(=O)c2cc(C)n(C)c2C)cc(NC(=O)c2ccco2)c1OC	-13	4.3%	-1	3	10	8	10	-6	-3
O=C(/C=C/c1ccccc1)Nc1ccc2c(c1)C(=O)NC2=O	-9	-1.3%	3	-1	-0.3	1	-18	-2	nt
COc1ccc(OCc2nnc(SCC(=O)N3c4ccccc4Sc4ccc(Cl)cc43)o2)cc1	-5	-1.0%	6	0	-0.9	20	-3	1	-5
Cc1nnc(N2CCN(c3ccccc3F)CC2)c2c1nnn2Cc1ccc(F)cc1	nt	18%	2	-1	0.7	7	-2	-2	-9
CCOC(=O)N1CCN(C(=O)c2ccc3c(=O)n(CCOC)c(=O)[nH]c3c2)CC1	nt	1.2%	7	0	nt	nt	2	-3	-1
Cc1ccc(-n2ncc3c(NCc4cccnc4)ncnc32)c(C)c1	-2	-0.9%	7	-4	-0.2	-11	-6	-2	0
CC(=O)N[C@H]1C[C@@H]1c1ccccc1	-8	0.9%	3	-4	-0.9	-3	8	-1	-5
CSc1ncc(C(=O)Nc2cc(C)ccc2C)c(C)n1	-6	0.9%	3	-4	0.0	-3	5	-4	-2
CCOC(=O)c1c(S(=O)(=O)N2CCC(C(=O)Nc3ccccc3OC)CC2)c(C)n(CC)c1C	nt	2.0%	1	-1	0.1	4	2	0	-4
CCOc1ccc(CCNC(=O)c2cc([N+](=O)[O-])ccc2N2CCOCC2)cc1OCC	-16	1.2%	1	-3	-0.2	2	-6	-4	-13
O=C(COC(=O)Cc1ccccc1F)NCCNC(=O)COC(=O)Cc1ccccc1F	-19	1.7%	11	-1	0.0	0	-5	-4	-4
CC(OC(=O)C1CCN(c2ccc(C(F)(F)F)cn2)CC1)C(=O)Nc1cccc([N+](=O)[O-])c1 (stereo not drawn)	-11	-1.8%	10	-13	-1.7	-9	-7	-6	-12
CCn1cc(C(=O)N[C@@H](CCSC)C(=O)NCCO)c(=O)c2cc3c(cc21)OCO3	21	3.6%	0	4	-2.0	-3	3	3	-7
O=C(NC1CCCCC1)c1ccccc1C(F)(F)F	-10	2.0%	0	-3	0.2	-14	6	0	17
Cc1occc1-c1nnc(SCC(=O)Nc2nccs2)n1Cc1ccco1	6	-0.2%	0	0	-1.3	-5	-4	2	1
O=C1CC2(CCN(C(=O)c3ccc(F)c(F)c3)CC2)Oc2ccccc21	11	2.2%	5	-7	0.5	-1	-3	-2	21
CC(C)(C)C(=O)Nc1ccccc1C(=O)Nc1cccnc1	-2	0.3%	1	-2	-0.1	7	-2	-5	-12
CC1CCN(CCCNC(=O)c2ccc(CS(=O)(=O)Cc3ccccc3F)o2)CC1	14	-0.7%	0	-8	-0.9	16	13	4	nt
CCOC(=O)c1c(NC(=O)c2ccc(N3C(=O)C4C5C=CC(C5)C4C3=O)cc2)sc2c1CCCC2 (stereo not drawn)	5	0.8%	3	-12	-0.6	-2	5	7	-14
CCN1CCN(C(=O)c2ccc3c(c2)N(Cc2cc(C)ccc2C)C(=O)c2ccccc2S3=O)CC1 (stereo not drawn)	nt	-1.7%	3	-4	2.8	-23	-9	2	nt

Entries listed so far that have an aryl thioether with sulfur outside any ring (three):
SMILES	D2 antagonist	RXFP1 agonist	D1 ag	D1 potentiator	D2 agonist	D2 PAM	D1 antag	TRHR enhancer	RXFP1 antagonist
COc1ccc(OCc2nnc(SCC(=O)N3c4ccccc4Sc4ccc(Cl)cc43)o2)cc1	-5	-1.0%	6	0	-0.9	20	-3	1	-5
CSc1ncc(C(=O)Nc2cc(C)ccc2C)c(C)n1	-6	0.9%	3	-4	0.0	-3	5	-4	-2
Cc1occc1-c1nnc(SCC(=O)Nc2nccs2)n1Cc1ccco1	6	-0.2%	0	0	-1.3	-5	-4	2	1

(more compounds)
SMILES	D2 antagonist	RXFP1 agonist	D1 ag	D1 potentiator	D2 agonist	D2 PAM	D1 antag	TRHR enhancer	RXFP1 antagonist
CC(=O)c1c(N2CCOCC2)nc(=S)n(Cc2ccccc2)c1C	-9	-0.3%	1	-6	-1.3	10	1	4	nt
O=C(CCNc1n[nH]c(=O)[nH]c1=O)N/N=C/c1ccc(C(F)(F)F)cc1	nt	2.3%	-1	3	nt	nt	-1	-6	1
O=c1sc2ccccc2n1COc1ccc(Cl)cc1	-7	-1.3%	6	1	0.3	2	-1	0	-12
CCN(CC)S(=O)(=O)c1ccc(OCC(=O)NC2CCS(=O)(=O)C2)c([N+](=O)[O-])c1 (stereo not drawn)	-28	-0.8%	2	6	1.8	2	-12	-3	2
c1cc2c(cc1OCCNC1CCCC1)CCC2	-4	0.0%	2	-1	-0.3	-18	4	-3	nt
CCc1cc2c(=O)n3c(nc2s1)-c1[nH]c2ccc(OC)cc2c1CC3	0	13%	0	-1	0.5	4	-1	-2	20
COc1ccccc1-c1n[nH]c(=S)n1-c1ccccc1	6	?	6	1	-1.7	14	-8	4	-6
COc1cc(NC(=O)c2cc3c(=O)n(C)c4ccccc4c3n2C)cc(OC)c1OC	-15	21%	0	2	-0.1	4	0	0	nt
O=C(O)Cc1sc(-c2ccccc2Cl)nc1-c1ccccc1	14	?	10	3	0.1	0	6	-1	0
CCOC(=O)CSc1c(-c2ccccc2)c2cc(Cl)ccc2[nH]c1=O	-11	2.2%	2	0	-0.3	-5	17	0	-14
COc1ccc(-c2cc(CCCC(=O)NCCc3ccccc3)no2)cc1	-10	-3.1%	12	0	-0.5	12	-8	12	-27
COc1ccc(NC(=O)NCC2CCN(Cc3ccccc3F)CC2)c(OC)c1	nt	0.0%	1	2	-0.7	-10	7	0	-9
CCC(C)NC(=O)c1ccc2c(c1)nc1n2CCCCC1 (stereo not drawn)	nt	3.4%	1	1	nt	-4	2	1	1
COc1ccc(C(=O)N/C(=C\c2cn(C)c3ccccc23)C(=O)OCC(C)C)cc1	8	-0.6%	0	-3	-0.9	3	14	1	-7
COc1cccc(NC(=O)CN2CCN(CC(=O)Nc3ccc(F)cc3)CC2)c1	-2	-2.7%	2	-4	0.9	-8	1	1	-13
Cc1ccc(S(=O)(=O)N/N=C/c2cc(Br)ccc2O)cc1	-2	-1.4%	5	-6	-0.5	2	5	1	-3
Cc1ccc(OCCCCN2CCC(C)CC2)cc1	49*	6.6%	5	-4	1.2	-21	1	-5	-6
COc1cccc(C(=O)Nc2ccc(NC(=O)c3cc4ccccc4o3)c(OC)c2)c1	nt	5.2%	1	-2	nt	nt	-12	-2	-3
CC1(C)S[C@@H]2[C@H](NC(=O)[C@H](N)c3ccc(O)cc3)C(=O)N2[C@H]1C(=O)O	nt	0.5%	4	-4	nt	nt	-27	-2	nt
CN1CCC(N2CCCC(C(=O)O)C2)CC1 (stereo not drawn)	-14	0.7%	3	15	0.6	-24	-12	-2	-6
O=C(NCC1CCCO1)c1cccc(NC(=O)c2ccccc2)c1 (stereo not drawn)	1	-3.8%	3	3	-1.4	-13	-31*	3	10
COc1cccc(/C=N/NC(=O)c2c(C)nc3ccc(Br)cn23)c1	13	10%	9	7	-0.7	4	8	-1	8
c1ccc(-c2csc3nnc(SCc4ccc5c(c4)OCO5)n23)cc1	-6	4.3%	16	-5	1.2	4	-28	6	3
Cc1ccc(S(=O)(=O)N2CCCC(N3CCOCC3)C2)cc1Cl (stereo not drawn)	-10	-1.1%	-1	-3	0.6	6	-1	-4	5
Cn1c(=O)c2c(nc(N3CCN(Cc4ccccc4)CC3)n2CCSc2ncccn2)n(C)c1=O	4	0.6%	1	-7	-0.5	0	-3	0	nt
C[C@H](NC(=O)c1nc[nH]c1C(=O)N1CCN(c2ccccc2)CC1)C(=O)OCc1ccccc1	-15	-4.2%	-1	2	0.4	9	26	2	nt
N=C1C(c2ccccc2)=C(O)CN1NC(=O)c1ccccc1	-4	-3.4%	3	-6	0.3	-21	0	-4	-10
COc1ccc2c(CCNC(=O)c3ccco3)c[nH]c2c1	3	-5.2%	6	0	1.7	7	12	-1	-3
CC(NC(=O)c1cccs1)C(=O)NC1=NCCS1 (stereo not drawn)	-1	2.8%	2	0	21	-2	7	0	14
Cc1ccc(N(C(=O)c2sc(C)nc2C)C(C(=O)NCc2ccco2)c2ccccc2)cc1 (stereo not drawn)	44*	-0.6%	2	5	-0.5	9	-1	-1	-3
CC(C)CN(C(=O)CCC(=O)OCc1ccc(Cl)cc1Cl)c1c(N)n(CC(C)C)c(=O)[nH]c1=O	-8	0.1%	0	-6	0.0	0	-4	-3	-6
C/C=N/NC(=O)c1cc(Br)ccc1O	-6	1.6%	15	0	2.3	-9	-8	-3	-7
Cc1ccc(CNC(=O)c2cn(C)c(=O)c3c2c2ccccc2n3C)o1	-2	0.9%	0	0	2.1	-3	-7	6	16
CC(C)CC1Nc2ccc(C(=O)NCCCOC(C)C)cc2NC1=O (stereo not drawn)	nt	1.5%	-2	-1	0.0	-1	11	12	nt
COc1ccc(CN(C(=O)c2oc3cc(C)c(C)cc3c2C)C2CCS(=O)(=O)C2)cc1OC (stereo not drawn)	3	-0.2%	2	-2	-0.8	7	1	2	-1
Cc1cc(C)n(C(=O)CCCC(=O)n2nc(C)cc2C)n1	7	4.2%	2	-10	-1.2	-2	-32*	-5	-2
NC(=O)CSc1nnc(Cn2c(=O)sc3ccccc32)n1-c1ccccc1	18	0.6%	2	4	-1.1	-15	-1	-7	11
C=CCn1c(SCC(=O)Nc2ccccc2C)nc2sc(C)c(C)c2c1=O	-24	1.5%	2	-7	0.0	10	-3	-7	-5
Cc1cc(S(=O)(=O)N2CCCOC2CNC(=O)C(=O)NCCCN2CCOCC2)ccc1F (stereo not drawn)	6	0.0%	2	-2	2.7	3	-11	0	-2
CCc1nnc(NC(=O)CSc2nc3c([nH]c4ccccc43)c(=O)n2-c2ccc(F)cc2)s1	nt	2.8%	0	-4	0.9	2	-11	5	nt
Cc1csc(CNc2ncnc3ccc(-c4ccc5c(ccn5C)c4)cc23)c1	nt	1.8%	3	2	nt	nt	5	0	nt
CC1CCN(C(=O)c2nc[nH]c2C(=O)N2CCc3ccccc3C2)CC1	-4	-1.7%	0	-2	-0.6	0	4	6	nt
CCc1nnc(NC(=O)CCN2C(=O)C3CCCCC3C2=O)s1 (stereo not drawn)	4	0.7%	11	-4	0.2	0	-12	-2	2

Retrieved by compound from the list above, 3 records:
SMILES	D2 antagonist	RXFP1 agonist	D1 ag	D1 potentiator	D2 agonist	D2 PAM	D1 antag	TRHR enhancer	RXFP1 antagonist
C/C=N/NC(=O)c1cc(Br)ccc1O	-6	1.6%	15	0	2.3	-9	-8	-3	-7
Cc1cc(C)n(C(=O)CCCC(=O)n2nc(C)cc2C)n1	7	4.2%	2	-10	-1.2	-2	-32*	-5	-2
Cc1ccc(CNC(=O)c2cn(C)c(=O)c3c2c2ccccc2n3C)o1	-2	0.9%	0	0	2.1	-3	-7	6	16

Screening results as filed in PubChem.
